From PubChem BioAssay
ASM inhibitor: human S-ASM enzyme inhibition. P17405. 340,000 tested, 0.006% active. Potency, µM (highest dose often 57.5 µM), without a hit: top-dose activity change, negative = inhibition, most hits filed as inhibitors. placental ASM, HMU-PC fluorogenic substrate, 60 min; further: potency means the concentration at half of the fitted maximal effect
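Human placenta-derived ASM preincubated with compound 10 min at room temperature, then reacted with 9 uM (final) fluorogenic HMU-PC substrate for 60 min at 37 C. Stop solution raises pH to 10; fluorescence read at Ex 386/Em 447 nm.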
GALK inh: blocks human galactokinase activity; P51570; Purified GALK, Kinase-Glo residual ATP luminescence; Potency, µM (titrated, usually from 57.5 µM), for inactives: at the highest dose activity change, negative = inhibition, hits mostly inhibitors; 270,000 tested, 0.007% active; further: potency means the concentration at half of the fitted maximal effect; on the % scale 0 is the no-effect control and ±100 the full control effect
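The enzyme phosphorylates galactose (100 uM) using ATP (35 uM); inhibition is detected as higher residual ATP, quantified by bioluminescence after 1 h reaction at room temperature, pH 8.0.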
Menin MLL FP TR: menin-MLL binding inhibition, Texas Red mutant peptide | O00255 | Menin + Texas Red MLL mutant peptide, fluorescence polarization | Potency, µM (top dose mostly 61.6 µM), for inactives: top-dose FP activity change, negative = inhibition, actives largely listed as inhibitors | 270,000 tested, 0.23% active | AID 1768; active means well fitted inhibition curve with a large enough effect in the polarisation, with a control signal flat, not every such curve was filed as active; inconclusive means small, poorly fitted or top-dose-only effect, or effect the other way, or a change in a side signal; inactive means no such curve, though single readings can be large or run the other way; the % refers to the polarisation; further: potency means the concentration at half of the fitted maximal effect; % of control where 0% means no effect; many of its hits are not listed in these tables
BCR signal inh: blocks chronic active B-cell receptor signaling; ABC-DLBCL IkBa-CBG/CBR reporter, luminescence ratio, 4 h; Potency, µM (highest dose often 46.1 µM), without a hit: top-dose ratio change, negative = lower green/red ratio, hits mostly inhibitors; 340,000 tested, 0.05% active; AID 493014; active means well fitted inhibition curve with a large enough effect in the signal ratio, with a control signal flat, not every such curve was filed as active; inconclusive means small, poorly fitted or top-dose-only effect, or effect the other way, or a change in a side signal; the % refers to the signal ratio;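 further: potency means the concentration at half of the fitted maximal effect; plate controls were basal doxycycline-induced cells for no effect and cells given 10 µM MG132 for full effect; MG132 reads +100%, hits lower the ratio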
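TMD8 ABC-DLBCL cells carrying doxycycline-inducible green luciferase fused to IkappaBalpha plus unfused red luciferase were exposed to compounds (up to 46 uM) for 4 hrs at 37C. Activity came from the overlap-corrected green/red luminescence ratio.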
PKM2 act: activators of human pyruvate kinase M2 | 260,000 tested, 0.34% active | P14618 | purified PKM2, Kinase-Glo ATP luminescence, activation; response scale: 0% is enzyme alone, no compound | Potency, µM (highest dose often 57.5 µM), for inactives: top-dose activation, most hits filed as activators; further: potency means the concentration at half of the fitted maximal effect; on the % scale 0 is the no-effect control and ±100 the full control effect; nearly all actives have a fitted effect of over 55% in size
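Purified hPK-M2 (>95% pure) converted ADP (0.1 mM final) to ATP with 0.5 mM PEP in 50 mM imidazole pH7.2, KCl, MgCl2, Tween 20, BSA; 1 h at room temperature. ATP detected by Kinase-Glo luminescence.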
Mito fusion act: blocks mitochondrial division or promotes mitochondrial fusion; S. cerevisiae fusion-defective mutant growth rescue, CellTiterGlo 48 h; Potency, µM (top dose mostly 46.1 µM), for the others: at the top dose growth rescue (activation), usual class: activators; 320,000 tested, 0.23% active; AID 485298;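 further: potency means the concentration at half of the fitted maximal effect; % of control where 0% means no effect; nearly all actives have a fitted effect of over 45% in size; temperature-sensitive fusion mutants such as fzo1-1 at 37 °C on non-fermentable ethanol glycerol medium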
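Yeast fusion mutant, YPEG (non-fermentable carbon), compound, 48 h at 37C non-permissive; CellTiterGlo added, 10 min RT, luminescence read. Rescued growth = division inhibition.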
TSHR antagonist: human thyrotropin receptor antagonism | P16473 | activity change, negative = inhibition, % at 11.5 µM | TSHR-expressing cells, TSH-stimulated cAMP HTRF, 2 h; active compounds read low | 330,000 tested, 0.2% active | AID 504810;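 active means activity change below a set negative limit, meaning inhibition stronger than a set level, cut at about -70% in these data; inconclusive means activity change between two set negative limits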; further: on the % scale 0 is the no-effect control and ±100 the full control effect
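Competitive HTRF cAMP read-out (cryptate anti-cAMP antibody, cAMP-d2; 30 min, room temperature) in freshly harvested TSHR cells. Compounds added before TSH at EC80 (4nM final), followed by 2 hours' incubation at 37 deg C.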
MBNL1 CUG block: inhibitors of human MBNL1 binding to CUG repeat RNA; AID 2675; 280,000 tested, 0.036% active; Potency, µM (titrated, usually from 57.5 µM), for the others: top-dose activity change, negative = inhibition, actives largely listed as inhibitors; Q9NR56; TR-FRET MBNL1-His/biotin-(CUG)12 binding, 665/545 ratio; active means well fitted inhibition curve with a large enough effect in the signal ratio, with a control signal flat, not every such curve was filed as active; inconclusive means small, poorly fitted or top-dose-only effect, or effect the other way, or a change in a side signal; inactive means no such curve, though single readings can be large or run the other way; the % refers to the signal ratio; further: potency means the concentration at half of the fitted maximal effect; on the % scale 0 is the no-effect control and ±100 the full control effect
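TR-FRET between His-tagged MBNL1 and biotin-(CUG)12 RNA, detected with Tb anti-His antibody (0.055 ng/ul) and streptavidin-XL665 (5 nM), 60 min at room temperature. Compounds titrated 92 nM to 58 uM; 665/545 nm ratio normalized to buffer and complex controls.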
USP2a block: USP2a (human) protease inhibition; Potency, µM (doses to about 38.3 µM), without a hit: top-dose activity change, negative = inhibition, most hits filed as inhibitors; USP2 core, Ub-CHOP2 coupled fluorogenic reporter, 485/531; O75604; 330,000 tested, 0.01% active;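 further: potency means the concentration at half of the fitted maximal effect; plate controls were DMSO wells for no effect and full inhibition by NEM control for full effect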
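USP2 core (10nM final) preincubated 30min RT with compound in 20mM Tris-HCl pH 8.0, 2mM CaCl2, 2mM beta-mercaptoethanol, 0.05% CHAPS; 25nM Ub-CHOP2 plus 25nM reporter substrate added, fluorescence (Ex485/Em531) read after 60min.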
Eya2 phos inh: blocks the phosphatase activity of human Eya2; O00167; recombinant Eya2, OMFP fluorescence dephosphorylation (OMFP is methylfluorescein phosphate); Potency, µM (highest dose often 76.9 µM), inactives show top-dose activity, negative = inhibition, actives largely listed as inhibitors; 330,000 tested, 0.006% active; further: potency means the concentration at half of the fitted maximal effect; on the % scale 0 is the no-effect control and ±100 the full control effect
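Eya2 protein (added as 0.2 uM solution) was preincubated with compound for 10 min at ambient temperature in 50 mM HEPES pH 7.5, 50 mM NaCl, 5 uM MgCl2, 0.05% BSA, 1 mM DTT. OMFP (added at 50 uM) then reacted 10 min; fluorescence read at 485/525 nm.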
KCNH2 WT inh: inhibitors of human wildtype KCNH2 potassium channel; AID 720551; 340,000 tested, 0.37% active; activity change, % at 1.84 µM; U2OS, BacMam KCNH2, thallium flux FluxOr; active compounds read low; Q12809;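 active means maximum activity change below -70%; inconclusive means maximum activity change between -70% and -50%; inactive means maximum activity change above -50%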; further: on the % scale 0 is the no-effect control and ±100 the full control effect
Target sequence (Q12809 whole entry, looked up): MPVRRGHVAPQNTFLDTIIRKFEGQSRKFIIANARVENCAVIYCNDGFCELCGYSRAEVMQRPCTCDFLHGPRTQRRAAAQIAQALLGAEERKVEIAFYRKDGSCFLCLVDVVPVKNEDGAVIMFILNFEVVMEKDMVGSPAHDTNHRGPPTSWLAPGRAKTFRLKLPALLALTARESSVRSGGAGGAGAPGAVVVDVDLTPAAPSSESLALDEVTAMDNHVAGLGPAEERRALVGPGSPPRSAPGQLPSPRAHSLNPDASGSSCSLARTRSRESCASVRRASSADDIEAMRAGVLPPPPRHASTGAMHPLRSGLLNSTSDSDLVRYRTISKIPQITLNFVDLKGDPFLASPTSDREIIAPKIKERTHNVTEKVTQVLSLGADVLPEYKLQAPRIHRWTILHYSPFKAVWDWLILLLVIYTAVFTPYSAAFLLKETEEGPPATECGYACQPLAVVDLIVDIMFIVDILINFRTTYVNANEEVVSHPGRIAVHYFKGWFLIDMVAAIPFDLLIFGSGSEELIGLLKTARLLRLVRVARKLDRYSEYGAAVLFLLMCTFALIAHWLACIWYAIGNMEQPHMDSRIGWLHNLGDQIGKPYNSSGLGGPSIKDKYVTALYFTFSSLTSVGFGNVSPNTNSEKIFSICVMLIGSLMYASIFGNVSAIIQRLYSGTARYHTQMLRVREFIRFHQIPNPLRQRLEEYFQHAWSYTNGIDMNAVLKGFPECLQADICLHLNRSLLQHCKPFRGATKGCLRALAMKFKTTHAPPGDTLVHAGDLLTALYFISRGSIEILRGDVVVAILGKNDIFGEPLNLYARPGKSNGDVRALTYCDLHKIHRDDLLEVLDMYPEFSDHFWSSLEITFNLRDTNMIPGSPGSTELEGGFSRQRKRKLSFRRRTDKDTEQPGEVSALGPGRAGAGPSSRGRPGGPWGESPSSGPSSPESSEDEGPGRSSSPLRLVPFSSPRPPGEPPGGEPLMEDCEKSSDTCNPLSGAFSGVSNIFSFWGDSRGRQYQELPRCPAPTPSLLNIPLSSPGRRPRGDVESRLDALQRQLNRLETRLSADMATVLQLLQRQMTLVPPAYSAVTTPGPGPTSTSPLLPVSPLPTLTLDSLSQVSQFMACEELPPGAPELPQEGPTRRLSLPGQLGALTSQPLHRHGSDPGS
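U2OS cells were transduced with wild-type KCNH2 virus (2.03 x 10^8 / mL) for 4 h at room temperature, then cultured overnight at 37 C. Thallium flux was read with FluxOr dye. Rate constants were normalized to DMSO controls.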
Numbers without * were called inactive; ? = inconclusive; . = no result given; [ ] = remark or other dose. Unless noted, the call rests on the fitted dose curve; in most records, active means well fitted curve in the direction sought with a large enough effect; inconclusive means small, poorly fitted or top-dose-only effect, or another doubt; inactive means no such curve, though single readings can be large; an effect the other way counts as inactive or inconclusive. The list is partial; rates above refer to the full screens.

SMILES	ASM inhibitor	GALK inh	Menin MLL FP TR	BCR signal inh	PKM2 act	Mito fusion act	TSHR antagonist	MBNL1 CUG block	USP2a block	Eya2 phos inh	KCNH2 WT inh
O=C(CN(c1ccc(F)cc1)S(=O)(=O)c1ccc2c(c1)OCCO2)Nc1ccccc1	-3%	1%	-7%	?	-3%	0%	-32	-1%	-1%	-1%	0
COc1ccc(OCC(=O)N2CCc3ccccc3C2)cc1	5%	3%	-19%	1%	0%	2%	7	2%	1%	10%	1
CCOC(=O)C1CCN(C(=O)c2ccc(S(=O)(=O)Nc3ccccc3Cl)cc2)CC1	-4%	.	.	9%	.	21%	0	.	2%	5%	13
O=C(Cn1cnc2sc(-c3ccccc3)cc2c1=O)NCc1ccccc1	0%	2%	?	?	-3%	2%	-4	26%	-4%	-9%	8
COc1ccc(CN2CC(C(=O)NCc3ccc4c(c3)OCO4)CC2=O)cc1 (stereo unspecified)	1%	0%	5%	-1%	-2%	-4%	-7	-13%	3%	-22%	-9
CCc1cc(=O)oc2c(C)c(OCC(=O)NCC3CCC(C(=O)O)CC3)ccc12 (stereo unspecified)	-2%	.	-26%	-26%	-4%	0%	-11	1%	0%	6%	0
Cn1c(=O)c(=O)n(C)c2cc(S(=O)(=O)NCCOc3ccccc3)ccc21	-1%	8%	-5%	3%	-2%	19%	10	-6%	1%	0%	-2
OCCOCCN1CCN(C(=S)Nc2ccccc2)CC1	-5%	4%	10%	?	-1%	-4%	1	-3%	2%	-5%	.
COc1ccccc1C1CC(=O)Oc2cc(O)ccc21 (stereo unspecified)	7%	.	?	3%	.	.	5	.	-1%	-1%	-4
O=C(CSc1nc2[nH]c(=O)cc(O)c2s1)Nc1cc(Cl)cc(Cl)c1	-5%[11.5 µM]	5%	?	-12%	15%	-3%	2	-1%	-2%	-23%	1
Nc1ccc2nc(COc3ccccc3)[nH]c2c1	5%	-2%	-12%	-9%	4%	-4%	-13	3%	3%	-2%	-4
O=C(COC(=O)c1cc2ccccc2cc1O)NC(=O)NCc1ccco1	1%	-2%	22%	-2%	-3%	-2%	5	6%	6%	0%	-1
COc1ccc(C(CCN2CCN(c3ccccc3)CC2)c2c(OC)cc(OC)c3c(-c4ccccc4)cc(=O)oc23)cc1 (stereo unspecified)	-15%	0%	-15%	?	-4%	-21%	-2	-16%	3%	-7%	-30
O=C(c1cc(=O)c2cc(Cl)ccc2o1)N1CCN(Cc2ccccc2)CC1	1%	.	-5%	0%	.	-18%	-5	-4%	4%	3%	7
CCOc1cc(NC(=S)NCCCN2CCOCC2)c(OCC)cc1NC(=O)c1cccs1	3%	0%	-8%	25%	0%	0%	2	-2%	13%	8%	-7
O=C1CC(c2ccccc2)CN1C(=O)c1cccc([N+](=O)[O-])c1 (stereo unspecified)	0%	3%	4%	?	1%	1%	3	?	1%	5%	3
Cc1sc2ncn(CC(=O)Nc3ccccc3F)c(=O)c2c1-c1ccccc1	-4%	-1%	-13%	4%	1%	1%	4	-8%	0%	-6%	5
CCCCC1CCC(C(=O)N(CCOC)c2c(N)n(CC(C)C)c(=O)[nH]c2=O)CC1 (stereo unspecified)	-6%	.	.	4%	.	-9%	11	.	2%	-5%	5
Cc1ccc(NC(=S)N(CCN(C)C)Cc2cc3cc(C)ccc3[nH]c2=O)cc1	-1%	4%	-4%	-1%	-4%	1%	10	-4%	0%	0%	37
CCOc1cc2[nH]c(=S)n(CCCOC)c(=O)c2cc1OCC	3%	1%	21%	2%	19%	-6%	-8	-2%	1%	-25%	16
FC(F)Oc1ccc(NC(=S)NNc2ccnc3cc(Cl)ccc23)cc1	-10%	-2%	22%	0%	11%	2%	-10	4%	2%	-11%	?
c1ccc2c(CCN3CCNC[C@H]3Cc3cccc4ccccc34)cccc2c1	-5%	.	.	1%	.	.	12	.	2%	8%	3
COc1ccccc1NC(=O)c1ccccc1NC(=O)c1ccccn1	0%	.	.	?	.	2%	.	.	1%	12%	7
CCOc1ccc(-c2cc(C(=O)N/N=C(\C)c3cccnc3)c3ccccc3n2)c(OCC)c1	113%[activator]	5%	5%	?	-11%	-2%	-10	11%	3%	1%	16
COc1ccc([C@@H]2OC2(C(N)=O)C(N)=O)cc1	3%	-2%	.	6%	3%	-5%	-7	-11%	-1%	-14%	-6
Nc1cc(=O)[nH]c(SCC(=O)Nc2cccc([N+](=O)[O-])c2)n1	-1%	0%	.	3%	0%	-11%	12	?	10%	3%	6
COc1ccc(C(=O)NC(C)c2nc3ccccc3n2C)cc1OC (stereo unspecified)	4%	2%	-18%	-1%	-21%	3%	13	4%	-3%	-26%	1
c1ccc(-c2nnc(SCC3CCCCO3)nc2-c2ccccc2)cc1 (stereo unspecified)	-4%	8%	-5%	19%	0%	12%	-20	3%	-4%	8%	-3
CCC(C)NC(=O)C1CCCN(C(=O)NC2CCCCC2)C1 (stereo unspecified)	7%	.	-16%	-3%	-1%	-4%	2	-5%	5%	-5%	8
CCOC(=O)c1c(NC(=O)Cc2ccccc2)sc2c1CCN(CC)C2	5%	.	-26%	-7%	0%	-1%	21	?	-7%	-20%	3
COc1ccc(NC(=S)N(CCC(C)C)C2CCN(C(C)=O)CC2)cc1	-2%	0%	?	6%	.	-10%	-12	-10%	4%	-2%	7
CCc1ccc(C(=O)Nn2c(C)nc3ccccc3c2=O)cc1	2%	-1%	-26%	-2%	.	13%	-5	3%	3%	?	0
CN(C)CCN1C(=O)C(=O)/C(=C(/O)c2ccc(OCc3ccccc3)cc2)C1c1ccncc1 (stereo unspecified)	-1%	-2%	-9%	-2%	0%	-2%	-10	8%	1%	15%	-9
COc1ccccc1NC(=O)CSc1nnnn1-c1ccccc1F	-4%	-3%	12%	?	4%	1%	0	-1%	0%	0%	-22
O=C(NC(=O)N1CCN(c2cccc(Cl)c2)CC1)c1ccc(Cl)cc1	.	-10%	.	?	0%	-2%	-5	-9%	-1%	-6%	3
O=C1NC2(CCCCC2)C(=O)N1/N=C/c1ccc(O)cc1O	20%	-1%	3%	?	-2%	13%	14	-5%	1%	-5%	0
O=C(/C=C/c1ccc(S(=O)(=O)N2CCOCC2)cc1)NCCCn1ccnc1	4%	0%	9%	-29%	-4%	4%	-6	26%	1%	2%	2
Cc1cc(Nc2cc(C(=O)O)ccc2C)n2ncnc2n1	4%	2%	12%	-15%	-3%	-1%	1	6%	0%	5%	1

4 of the compounds above, in markdown:
| Compound | ASM inhibitor | GALK inh | Menin MLL FP TR | BCR signal inh | PKM2 act | Mito fusion act | TSHR antagonist | MBNL1 CUG block | USP2a block | Eya2 phos inh | KCNH2 WT inh |
| --- | --- | --- | --- | --- | --- | --- | --- | --- | --- | --- | --- |
| Cc1cc(Nc2cc(C(=O)O)ccc2C)n2ncnc2n1 | 4% | 2% | 12% | -15% | -3% | -1% | 1 | 6% | 0% | 5% | 1 |
| CN(C)CCN1C(=O)C(=O)/C(=C(/O)c2ccc(OCc3ccccc3)cc2)C1c1ccncc1 (stereo unspecified) | -1% | -2% | -9% | -2% | 0% | -2% | -10 | 8% | 1% | 15% | -9 |
| COc1ccc(NC(=S)N(CCC(C)C)C2CCN(C(C)=O)CC2)cc1 | -2% | 0% | ? | 6% | . | -10% | -12 | -10% | 4% | -2% | 7 |
| CCc1ccc(C(=O)Nn2c(C)nc3ccccc3c2=O)cc1 | 2% | -1% | -26% | -2% | . | 13% | -5 | 3% | 3% | ? | 0 |
